Assay outcomes: PubChem, NCI
All columns: NCI-60 one-dose screen, growth in % after 48 h at 10 µM unless noted; 100 = growth as untreated, 0 = no growth, -100 = all killed.
HL-60(TB) = HL-60(TB) leukemia cells | 78,000 compounds, 9% hits | AID 1794776; active = growth percent below 10
* = called active by the depositor; [ ] = remark or other dose.

CC(C)C1NCCc2cc(O)c(O)cc21 (configuration not stated) was read as HL-60(TB) 77.
Screening CC(=O)O[C@H]1C[C@@]2(C)[C@@H](C[C@@H](O)[C@H]3[C@@]4(C)CC[C@H](O)[C@@H](C)[C@@H]4CC[C@@]32C)/C1=C(\CCC(Br)C(C)(C)[n+]1ccccc1)C(=O)O (some centres not stated) returned HL-60(TB) 106.
COc1cc2cc(Oc3ccc(NC(=O)Nc4ccc(Cl)c(C(F)(F)F)c4)cc3)c(C)nc2cc1OCCN(C)C was read as HL-60(TB) 104.
O=C1/C(=C/c2ccccc2)Oc2ccc(O)c(O)c21 was read as HL-60(TB) 86.
Screening COC(=O)[C@H](CCCCNC(=O)OCc1ccccc1)NC(=O)[C@@H](NC(=O)Nc1cc(C(F)(F)F)cc(C(F)(F)F)c1)C(C)C returned HL-60(TB) -9.2*[100 µM].
Cc1nc(N)nc(N)c1Oc1ccc(Cl)cc1 was read as HL-60(TB) 211.
For CC1(C)NC(=O)CC[C@]2(C)[C@H]3CC=C4[C@@H]5C[C@](C)(CO)CC[C@]5(C)CC[C@@]4(C)[C@]3(C)CC[C@@H]12 the results were HL-60(TB) 98.
For O=c1oc2cc(O)ccc2cc1-c1nc2ccccc2o1 the results were HL-60(TB) 100.
`COCn1c(C(=O)OC)cc2oc(/C=C3/SC(=S)N(N)C3=O)cc21` gave HL-60(TB) 77.
`COc1cc(C2Cc3cnccc3-c3nc(N)c4ccncc4c32)cc(OC)c1OC` (configuration not stated) gave HL-60(TB) 87.
`Cc1ccc(-c2csc(NC(=O)CSc3nc(N)cc(N)n3)n2)cc1` gave HL-60(TB) 49.
Screening O=C(O)c1cc(NCCO)c(C(=O)O)cc1NCCO returned HL-60(TB) 96.
For O=C(Oc1ccccc1Cl)c1ccc(Cl)cc1Cl the results were HL-60(TB) 106.
For COc1cc(/C=c2\sc(=C(C#N)C#N)[nH]c2=O)cc(OC)c1OC the results were HL-60(TB) 103.
For Clc1ccc(OCc2nnc(-c3ccccc3Cl)o2)c(Cl)c1 the results were HL-60(TB) 75.
For COc1cc(OC)c(NC(=O)c2cc3ccccc3cc2O)cc1Cl the results were HL-60(TB) 22.
`C/C(=C(/C)C1CC1CCNS(=O)(=O)c1ccc(C)cc1)c1ccc(-c2ccccc2)cc1` (configuration not stated) gave HL-60(TB) 75.
For CCOC(=O)c1cc2c([nH]1)-c1nc(Nc3ncccn3)sc1CCC2 the results were HL-60(TB) 101.
O=[N+]([O-])c1ccc(Sc2ccccc2)cc1 was read as HL-60(TB) 97.
For N#C[C@@H](O[C@@H]1O[C@H](CO)[C@@H](O)[C@H](O)[C@H]1O)c1ccccc1 the results were HL-60(TB) 99.
COc1ccc(-c2nc3cccc(O)c3c(=O)n2Cc2ccccc2)cc1COc1ccc(NC(C)=O)cc1 was read as HL-60(TB) 45[3 µM].
For CSC(=S)N/N=C/c1ccccc1 the results were HL-60(TB) 109.
`O=C1S/C(=C\c2ccccc2)C(=O)N1Cc1cc2ccccc2nc1Cl` gave HL-60(TB) 101.
Screening CC(=O)O[C@H](C[C@H](C(C)C)N(C)C(=O)[C@@H](NC(=O)[C@H]1CCCCN1C)C(C)C)c1nc(C(=O)N[C@@H](Cc2ccccc2)C[C@H](C)C(=O)O)c(CCOCc2ccccc2)s1 returned HL-60(TB) -29*.
`CC1(C)CC[C@]23CC[C@]4(C)[C@H](CC[C@@H]5[C@@]6(C)C/C(=C/c7ccco7)C(=O)C(C)(C)[C@@H]6CC[C@]54C)[C@H]2[C@H]1OC3` gave HL-60(TB) 98.
Screening COc1ccc(C(=O)Nc2ncc(Cc3ccc(Cl)cc3)s2)cc1 returned HL-60(TB) -11*.
`COc1ccc(-c2cc(-c3cccs3)n(C(C)=O)c(=O)c2C#N)cc1` gave HL-60(TB) 89.
`O=C(CSc1nc2ccccc2[nH]1)c1ccc(N2CCCC2)cc1` gave HL-60(TB) 97.
Screening N=C(N)c1ccc(-c2ccc(-c3ccco3)o2)cc1 returned HL-60(TB) 17.
Screening N=C(N)c1ccc(-c2ccc(-c3ccc(Cl)c(Cl)c3)o2)nc1 returned HL-60(TB) 15.
O=C(Nc1nc(-c2ccc(Cl)cc2)cs1)c1cc(-c2ccc(Br)cc2)nc2ccc(Cl)cc12 was read as HL-60(TB) -25*.
Screening CCCCN(CN(CCCC)C1C=CCC1)C1C=CCC1 (configuration not stated) returned HL-60(TB) 106.
For Nc1ccc(C(=O)Nc2ccc(C(=O)Nc3ccc4c(O)cc(S(=O)(=O)O)cc4c3)cc2)cc1 the results were HL-60(TB) 114.
For COc1ccc(-n2c(C)cc(-c3ccccc3)c2C)cc1 the results were HL-60(TB) 23.
Screening COC(=O)[C@@H](C)C[C@H](Cc1ccccc1)NC(=O)c1csc([C@@H](C[C@H](C(C)C)N(C)C(=O)[C@@H](NC(=O)[C@H]2CCCCN2C)c2ccc(F)cc2)OC(C)=O)n1 returned HL-60(TB) -43*.
For COc1ccc(OC)c(NC(=O)c2sc3nc4c(cc3c2N)C(=O)CCC4)c1 the results were HL-60(TB) 88.
`N=C(N)c1ccc(OCCCOc2ccc(C(=N)N)cc2Br)c(Br)c1` gave HL-60(TB) 77.
Screening Cc1ccc(S(=O)(=O)NNC(=O)C2CCC(=O)N2)cc1 (configuration not stated) returned HL-60(TB) 119.
N#CCc1nn2c(CCC(=O)c3nc4ncccc4[nH]3)nnc2s1 was read as HL-60(TB) 104.
For O=C(c1ccccc1)C(Cl)C(Cl)c1ccccc1 (configuration not stated) the results were HL-60(TB) 25.
For CN(C)c1ccc(/C=c2\sc(=C(C#N)C#N)[nH]c2=O)cc1 the results were HL-60(TB) 97.
Screening Cc1ccc(Nc2cc(Br)c(N)c3c2C(=O)c2ccccc2C3=O)cc1 returned HL-60(TB) 194.
For CC(C)CC1N=C(NN=C2CCCCC2)SP1(=O)NNc1ncccn1 (configuration not stated) the results were HL-60(TB) 89.
`O=C(NCCO)c1ccc(O)cc1O` gave HL-60(TB) 98.
CN(C)S(=O)(=O)c1ncc2[nH]cnc2n1 was read as HL-60(TB) 107.
Screening O=C(Nc1cccc(Cn2c(=O)[nH]c3ccc(Oc4ncccn4)cc3c2=O)c1)c1ccc([N+](=O)[O-])cc1 returned HL-60(TB) 84.
For Cc1ccc(CSc2nc(-c3ccc(Cl)cc3)c(C#N)c(=O)[nH]2)cc1 the results were HL-60(TB) 104.
For Cc1c2c(c(C)c3c1oc1ccc(O)cc13)C(=O)N(Cc1ccccc1)C2=O the results were HL-60(TB) 100.
For OC1COC(c2ccccc2)OC1C1OC(c2ccccc2)OC2COC(c3ccccc3)OC21 (configuration not stated) the results were HL-60(TB) 90.
Screening CN1CCc2c(Cc3ccc(C(=O)NO)cc3)c3ccccc3n2C1 returned HL-60(TB) 97.
CC(CCC(=O)O)C1CCC2C3CC(=O)C4CC(=O)CCC4(C)C3CCC12C (configuration not stated) was read as HL-60(TB) 105.
Screening Cc1ccc2c(c1)-c1cc3c(O)[nH]c(=S)n3c(=O)c1=N2 returned HL-60(TB) 92.
C1CN1c1nc(N2CC2)nc(N2CC2)n1 was read as HL-60(TB) 0.9*.
Screening O=C(Nc1ccccc1)Oc1cccc2cccnc12 returned HL-60(TB) 57.
COC(=O)Cc1cccnc1 was read as HL-60(TB) 78.
For Cn1c(=O)c2[nH]c(SCC(=O)c3ccc(Cl)cc3)nc2n(C)c1=O the results were HL-60(TB) 108.
Screening COc1cc2oc(-c3cccc(NC(=O)[C@@H](NC(=O)[C@@H](N)C(C)C)C(C)C)c3)cc(=O)c2c(OC)c1OC returned HL-60(TB) 93.
`NS(=O)(=O)c1ccc(C(=O)N2N=C(c3ccccc3)CC2c2ccccc2O)cc1` (configuration not stated) gave HL-60(TB) 104.
Screening CCc1c(-c2cc3c(cn2)CCCC3)[nH]c2ccccc12 returned HL-60(TB) 122.
Screening Cc1cc(C)cc(O)c1 returned HL-60(TB) 95.
`O=C(OC(C[N+](=O)[O-])C(Cl)(Cl)Cl)c1ccc(Cl)c(Cl)c1` (configuration not stated) gave HL-60(TB) 55.
COc1cc(C(N)=O)cc(OC)c1OC was read as HL-60(TB) 97.
Cc1ccc(C(=O)CSC2=NCCN2)cc1Cl was read as HL-60(TB) 90.
For COc1ccc(-c2cc(NC(=O)Nc3cccc(C)c3)no2)cc1 the results were HL-60(TB) 83.
Screening CCCCCN(CCCCC)C(=O)CCC returned HL-60(TB) 101.
For Cc1ccccc1-[n+]1noc(N)n1 the results were HL-60(TB) 82.
`Cc1cc(C)c2c(Nc3ncnc4c3sc3nc(C)cc(C)c34)csc2n1` gave HL-60(TB) 92.
`COc1ccc(C(=S)N2CCN(c3ccccc3)CC2)cc1OC` gave HL-60(TB) 82.
For N#CC1=C(N)Oc2c(cnn2-c2ccc([N+](=O)[O-])cc2[N+](=O)[O-])C1c1ccc(N2CCCCC2)cc1 (configuration not stated) the results were HL-60(TB) 94.
`CCCCNC(=S)NS(=O)(=O)c1ccc(CCN2C(=O)/C(=C/c3ccc(OC)c(OC)c3)N=C2C)cc1` gave HL-60(TB) 104.
COc1ccc(NC(=O)COC(=O)c2ccc(C)s2)cc1S(=O)(=O)N1CCCCC1 was read as HL-60(TB) 81.
Cc1cc(C)c2c(-c3cc(-c4ccc(N(C)C)cc4)c(C#N)c(N)n3)cc(C(=O)c3ccc(Br)cc3)n2c1 was read as HL-60(TB) 100.

Sorted by heavy-atom count (high to low): three of the compounds above
`CCCCNC(=S)NS(=O)(=O)c1ccc(CCN2C(=O)/C(=C/c3ccc(OC)c(OC)c3)N=C2C)cc1` gave HL-60(TB) 104.
Cc1ccc(C(=O)CSC2=NCCN2)cc1Cl was read as HL-60(TB) 90.
Screening CCCCCN(CCCCC)C(=O)CCC returned HL-60(TB) 101.

Going on with the list:
CCCCC1CCCCN1C(=O)OCC (configuration not stated) was read as HL-60(TB) 128.
`O=C1/C(=C/c2ccc(-c3cccc(C(F)(F)F)c3)o2)SC(=S)N1CCc1ccc(O)cc1` gave HL-60(TB) 36.
Screening O=C(O)Cn1c(O)c(C2=c3cc(-c4ccccc4)ccc3=NC2=O)sc1=O returned HL-60(TB) 101.
For COc1cc(CNC(=O)/C=C/c2ccc3c(c2)OCO3)ccc1OCc1cn(-c2cccc([N+](=O)[O-])c2)nn1 the results were HL-60(TB) 105.
For Oc1c(Cl)cc(Cl)c2ccc(Cn3cc(-c4cc(F)cc(F)c4)nn3)nc12 the results were HL-60(TB) 2.9*.
`O=C(O)c1ccnc(Cl)c1` gave HL-60(TB) 106.
Screening O=Nc1ccc(-[n+]2ccccc2)c([N+](=O)[O-])c1 returned HL-60(TB) 106.
Screening C/C(=N/N=C(N)N)c1ccc(N)cc1 returned HL-60(TB) 60.
O=[N+]([O-])c1ccccc1NCc1c(O)ccc2ccccc12 was read as HL-60(TB) 106.
`O=C(/C=C/c1cn(-c2ccccc2)nc1-c1ccccc1)OCc1cn(-c2ccc([N+](=O)[O-])cc2)nn1` gave HL-60(TB) 84.
For CCN(CC)c1ccc(C=O)c(OCc2cn(CC(=O)Nc3ccccc3Br)nn2)c1 the results were HL-60(TB) 98.
Cc1ccc(NCC(=O)Nc2ncc(Cc3ccc(Cl)cc3Cl)s2)cc1C was read as HL-60(TB) 98.
Screening N#Cc1ccc(OC(=O)Nc2c(Cl)cc(Cl)cc2Cl)cc1 returned HL-60(TB) 102.
For CCCCCCCCN=C(NCCCCCCCC)SCc1cccc2ccccc12 the results were HL-60(TB) -43*.
For CCc1ccc(C(=O)NNC(=O)Cc2coc3cc(OC)ccc23)cc1 the results were HL-60(TB) 70.
Screening CCNc1nnc(COc2ccc3c(C)c(C)c(=O)oc3c2)s1 returned HL-60(TB) 82.
O=[N+]([O-])c1ccc(S(=O)(=O)Nc2ccc(-c3ccccc3)cc2)cc1 was read as HL-60(TB) 94.
COc1ccccc1N1CCN(C(C)(C)C)CC1 was read as HL-60(TB) 98.
`CN(C)c1ccc(Nc2c3ccccc3nc3cc(NC(=O)CCN4CCCC4)ccc23)cc1` gave HL-60(TB) -58*.
CC/C(=C(/c1ccc(OCCN(C)C)cc1)c1ccc(OC(=O)CCCCC(=O)c2c(C)[nH]c(/C=C3\N=C(c4ccc[nH]4)C=C3OC)c2C)cc1)c1ccccc1 was read as HL-60(TB) 82.
CCCCOP(=O)(CC(C)C#N)OCCCC (configuration not stated) was read as HL-60(TB) 89.
Oc1ccc2c(c1)CCc1ccccc1-2 was read as HL-60(TB) 103.
Screening CCCC(=O)NNc1[nH]c(-c2cc(OC)c(OC)c(OC)c2)cc1C(=O)OCC returned HL-60(TB) -11*.
For O=C1Nc2ccccc2/C1=N/N1C(=O)CN(c2ccc(F)cc2)C1=O the results were HL-60(TB) 93.

Filtered by structure: the compounds so far containing an NH in an aromatic ring.
For COc1cc(/C=c2\sc(=C(C#N)C#N)[nH]c2=O)cc(OC)c1OC the results were HL-60(TB) 103.
For CCOC(=O)c1cc2c([nH]1)-c1nc(Nc3ncccn3)sc1CCC2 the results were HL-60(TB) 101.
`O=C(CSc1nc2ccccc2[nH]1)c1ccc(N2CCCC2)cc1` gave HL-60(TB) 97.
N#CCc1nn2c(CCC(=O)c3nc4ncccc4[nH]3)nnc2s1 was read as HL-60(TB) 104.
For CN(C)c1ccc(/C=c2\sc(=C(C#N)C#N)[nH]c2=O)cc1 the results were HL-60(TB) 97.
CN(C)S(=O)(=O)c1ncc2[nH]cnc2n1 was read as HL-60(TB) 107.
Screening O=C(Nc1cccc(Cn2c(=O)[nH]c3ccc(Oc4ncccn4)cc3c2=O)c1)c1ccc([N+](=O)[O-])cc1 returned HL-60(TB) 84.
For Cc1ccc(CSc2nc(-c3ccc(Cl)cc3)c(C#N)c(=O)[nH]2)cc1 the results were HL-60(TB) 104.
Screening Cc1ccc2c(c1)-c1cc3c(O)[nH]c(=S)n3c(=O)c1=N2 returned HL-60(TB) 92.
For Cn1c(=O)c2[nH]c(SCC(=O)c3ccc(Cl)cc3)nc2n(C)c1=O the results were HL-60(TB) 108.
Screening CCc1c(-c2cc3c(cn2)CCCC3)[nH]c2ccccc12 returned HL-60(TB) 122.
CC/C(=C(/c1ccc(OCCN(C)C)cc1)c1ccc(OC(=O)CCCCC(=O)c2c(C)[nH]c(/C=C3\N=C(c4ccc[nH]4)C=C3OC)c2C)cc1)c1ccccc1 was read as HL-60(TB) 82.
Screening CCCC(=O)NNc1[nH]c(-c2cc(OC)c(OC)c(OC)c2)cc1C(=O)OCC returned HL-60(TB) -11*.

This is a subset; the hit share may differ from the screen's.
